Source: PubChem BioAssay
NPR1 activator: GC-A (human) enzyme activation | P16066 | activation, % at 10 µM | HEK293 GC-A cells, cGMP TR-FRET, EC30 ANP; 0% at EC30 ANP, 100% saturating ANP | 0.14% of 370,000 active; in the data active = activation above about 40%
proKLK7 act: activators of human kallikrein-7 zymogen; P49862; purified proKLK7, EDANS-DABCYL substrate fluorescence; 100% is mature enzyme control, 0% vehicle; activation, % at 7 µM; 0.9% of 370,000 active;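 active = activation above the mean of all tested compounds plus 3 SD, computed per campaign excluding outliers beyond control limits, cut at about 13% in these data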
rCAG RNA binder: binds r(CAG) RNA repeats. r(CAG) RNA repeat, TO-PRO-1 dye displacement fluorescence. inhibition, % at 3 µM. 1.3% of 370,000 active. AID 651821;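 active = inhibition above the plate cutoff, the mean of all test compounds on that plate plus 3 SD, cut at about 35% in these data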;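 also: 0% = DMSO alone and 100% = 100 µM mitoxantrone as full dye displacement; higher means more dye released from RNA so lower well fluorescence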
GAA850 FXN act: frataxin GAA850 promoter activation; 0.56% of 360,000 active; HEK293 lucGAA850 FXN promoter luciferase reporter, 24 h; percent of 10 µM SAHA response; AID 540364; activation, % at 6 µM;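 active = activation above the average of all compounds screened plus 3 SD, cutoff fixed separately per campaign, cut at about 7.5% in these data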;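 also: 0% = DMSO wells and 100% = 10 µM SAHA wells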
ASAP1 inh: inhibitors of human ASAP1 ArfGAP activity | inhibition, % at 16.5 µM | ASAP1-stimulated ARF1 GTP hydrolysis, GDP FP detection | 0.19% of 360,000 active | Q9ULH1; in the data active = inhibition above about 25%;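 also: 0% = vehicle with enzyme and substrate and 100% = no enzyme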
NPR2 activator: GC-B (human) receptor activation; P20594; AID 1920062; HEK293-GC-B cells, CNP EC30, cGMP TR-FRET; 0% at EC30 CNP, 100% saturating CNP; 0.11% of 370,000 active; activation, % at 10 µM;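 active = activation at 10 µM reaching about 35% in either raw or pattern-adjusted values, limit read from the data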
ARFGAP1 inh: inhibitors of rat ARFGAP1; Q62848; Arfgap1-stimulated ARF1 GTP hydrolysis, GDP FP detection; inhibition, % at 16.5 µM; 0.26% of 360,000 active; AID 651572;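 active = inhibition above a per-plate limit, mean inhibition of low control wells plus 3 SD, cut at about 25% in these data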;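 also: 0% = DMSO wells with enzyme and 100% = wells lacking Arfgap1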
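Assay system: Rat Arfgap1 GAP domain (His6, aa 1-136), purified enzyme | Buffer or medium: HEPES 25 mM pH 7.5, NaCl 150 mM, MgCl2, DTT | Schedule: GTP hydrolysis reaction 2 h at 25 °C | Signal: FP of antibody-bound GDP Alexa 633 tracer, ex 620/em 688 nm | Measure: Percent inhibition of Arfgap1-stimulated GTP hydrolysis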
ADAM10 inh: inhibitors of human ADAM10; recombinant ADAM10, EDANS/DABCYL FRET peptide cleavage, 3 h; inhibition, % at 7 µM; O14672; AID 720582; 0.62% of 370,000 active;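 active = inhibition above a per-campaign cutoff equal to the mean of compounds falling between control-based bounds plus 3 SD, cut at about 20% in these data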;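 also: 0% = DMSO wells while the 100% control is not disclosed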
Target sequence (O14672 214-748 limits assumed): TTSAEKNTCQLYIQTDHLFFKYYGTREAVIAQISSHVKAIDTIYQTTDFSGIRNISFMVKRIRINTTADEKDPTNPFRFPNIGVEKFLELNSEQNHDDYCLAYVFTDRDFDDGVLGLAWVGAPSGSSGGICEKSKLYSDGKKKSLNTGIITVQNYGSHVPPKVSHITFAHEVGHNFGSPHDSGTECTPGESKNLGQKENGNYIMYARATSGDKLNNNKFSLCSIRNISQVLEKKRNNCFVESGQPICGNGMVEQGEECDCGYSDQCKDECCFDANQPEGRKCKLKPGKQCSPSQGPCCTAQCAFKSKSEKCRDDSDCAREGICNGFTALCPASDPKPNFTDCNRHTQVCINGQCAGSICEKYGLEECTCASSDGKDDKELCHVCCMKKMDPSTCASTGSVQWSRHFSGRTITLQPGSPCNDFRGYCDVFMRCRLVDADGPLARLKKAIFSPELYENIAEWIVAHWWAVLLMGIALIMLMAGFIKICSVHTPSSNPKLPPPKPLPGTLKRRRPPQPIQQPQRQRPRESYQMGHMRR
Tn6 DDE FP: DD(E)-Tn6 binding inhibition, primary FP screen | 0.21% of 370,000 active | inhibition, % at 8.3 µM | Fibrin DD(E) TRITC-Tn6 fluorescence polarization displacement | P02675;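 active = inhibition above a per-campaign cutoff: mean of compounds within control limits plus 3 SD, cut at about 15% in these data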;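 also: 0% = median of all compound wells on the plate and 100% = blocking peptide control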
Target sequence (P02675 whole entry, looked up): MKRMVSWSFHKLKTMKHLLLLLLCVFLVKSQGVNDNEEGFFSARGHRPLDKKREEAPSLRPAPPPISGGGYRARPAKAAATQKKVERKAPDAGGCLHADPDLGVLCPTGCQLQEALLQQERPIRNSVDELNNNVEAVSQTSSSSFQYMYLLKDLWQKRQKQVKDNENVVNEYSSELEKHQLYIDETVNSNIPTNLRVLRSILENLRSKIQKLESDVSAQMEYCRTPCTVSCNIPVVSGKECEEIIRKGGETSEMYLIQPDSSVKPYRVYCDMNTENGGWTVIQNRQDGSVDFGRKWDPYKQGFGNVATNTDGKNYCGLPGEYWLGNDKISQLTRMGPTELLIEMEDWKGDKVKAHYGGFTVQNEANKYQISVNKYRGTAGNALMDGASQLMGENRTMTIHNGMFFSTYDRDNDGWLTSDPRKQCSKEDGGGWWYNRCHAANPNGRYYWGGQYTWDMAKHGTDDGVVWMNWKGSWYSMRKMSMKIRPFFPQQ
sPLA2-III inh: Blocks human group III sPLA2 activity; Q9NZ20; QFRET BODIPY PC-A2 liposome hydrolysis, fluorescence; 0.56% of 370,000 active; inhibition, % at 12.2 µM;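 active = inhibition above mean plus 3 SD of compounds lying within the high and low control bounds, cut at about 19% in these data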;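 also: 0% = median of test compound wells and 100% = no enzyme DMSO wells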
* marks the source's active call; other numbers are inactive results; · = no result given.

SMILES	NPR1 activator	proKLK7 act	rCAG RNA binder	GAA850 FXN act	ASAP1 inh	NPR2 activator	ARFGAP1 inh	ADAM10 inh	Tn6 DDE FP	sPLA2-III inh
NC(=O)N/N=C/c1ccc(OCc2cccc(Cl)c2)cc1	-7.4	0.2	-2.0	1.4	-1.7	1.2	-7.2	2.9	-1.2	-0.6
O=C(O)c1cc(-c2ccc(Cl)c(Cl)c2)n(-c2ccc(F)cc2)n1	2.6	0.5	16.8	-1.7	-22.2	-4.3	2.6	-7.5	0.2	-15.9
O=C(Nc1ccc2ccccc2c1)c1cccc(F)c1	0.2	2.7	1.9	0.4	8.4	-5.0	3.9	0.1	-11.4	-3.1
Nc1cc(=O)n(Cc2ccccc2)c(=O)n1Cc1ccccc1	1.4	-0.4	10.8	-0.2	-3.0	6.5	-0.9	-0.1	0.5	4.3
COC(=O)c1c(C)[nH]c(C=O)c1-c1ccccc1	-3.1	0.2	-4.9	4.9	-12.6	0.6	15.4	0.1	-0.3	2.5
COc1ccc(NC(=O)c2ccc(-c3ccc(OC)cc3)s2)cc1	-1.0	0.1	0.8	1.8	17.6	-0.8	5.1	-21.3	3.9	7.8
O=C(c1noc2c1CCCC2)N1CCC(CO)(Cc2ccccc2Cl)CC1	-0.7	0.0	-2.0	1.8	-5.9	2.5	-2.3	0.0	-2.9	-6.2
CCn1c(C)nnc1SCC(=O)Nc1ccc(OC)cc1	5.1	0.2	-0.8	-0.9	6.5	0.6	-1.2	-11.9	-5.9	1.8
COc1ccc(NC(=O)C(c2cc3c(cc2[N+](=O)[O-])OCO3)N(C)Cc2ccccc2)cc1 (stereo not drawn)	-3.5	-0.3	4.2	0.6	-11.6	-7.5	6.4	-45.0	31.0*	-9.1
CC(C)C(=O)Nc1ccc(NC(=O)c2ccc(COc3ccccc3)cc2)cc1	0.1	-0.5	-2.0	1.5	15.7	1.9	-5.9	-5.4	6.0	-3.0
COc1ccc(C(C)=O)cc1CN1C(=O)NC2(CCCCCC2)C1=O	0.6	1.1	3.8	-3.3	-0.4	2.4	6.2	6.6	-10.6	5.4
COC(=O)c1cc(NC(=O)CN2C(=O)C(=O)N(C3CCCC3)C2=O)cc(C(=O)OC)c1	-14.1	3.1	10.2	0.4	10.6	-7.2	6.3	-22.7	-2.5	1.3
Cn1ncc(Br)c1NC(=O)Nc1ccc(OC(F)(F)F)cc1	4.6	-0.8	1.8	1.8	-1.0	-3.5	5.9	7.7	3.4	0.7
O=C(NC1CCCCC1)c1ccc(-c2cccc([N+](=O)[O-])c2)o1	9.4	0.4	-6.0	4.2	-15.1	10.4	1.0	2.8	-4.1	1.4
CCc1cc(=O)oc2cc(C)cc(OC(C)C(=O)NCCCN3CCCC3=O)c12 (stereo not drawn)	-2.5	7.0	-5.8	1.6	-10.1	-1.1	7.0	-382.8	0.3	7.3
CC(=O)CCSc1nnc(-c2cccc(S(=O)(=O)N3CCOCC3)c2)o1	-1.1	0.1	-0.1	-2.6	7.1	0.8	0.0	1.0	0.6	-1.1
Cc1ccccc1OCCSCc1nc2ccccc2[nH]1	-5.0	0.3	-3.4	1.6	-12.7	-7.9	3.0	11.9	-0.8	-5.2
Nc1[nH]c(=O)[nH]c(=O)c1N=Nc1ccccc1Cl	-1.9	0.1	5.1	2.5	-7.2	-7.6	-4.8	5.5	-0.5	4.5
Cn1cnc(S(=O)(=O)Nc2cc(C(F)(F)F)ccc2N2CCOCC2)c1	-2.7	0.0	2.8	1.0	7.5	0.8	2.7	5.9	1.1	-0.4
CC(C)CN(C(=O)COC(=O)c1ccc(Cl)nc1)c1c(N)n(Cc2ccccc2)c(=O)[nH]c1=O	1.5	-0.6	2.7	0.5	-8.5	-2.0	8.7	-17.2	-0.2	8.5
O=C(O)c1ccc(/C=C2\SC(=S)N(NC(=O)c3ccccc3[N+](=O)[O-])C2=O)cc1	-5.8	-0.6	4.7	1.8	4.4	-2.9	9.6	-4.9	1.6	11.0
O=C(/C=C\Nc1ccc2c(c1)OCO2)c1ccc(Cl)s1	8.5	0.3	2.5	5.3	9.8	0.5	5.9	-3.1	-3.9	-9.8
O=C(NCCC1=CCCCC1)C(=O)c1c[nH]c2ccccc12	1.4	-0.7	0.3	3.8	-2.2	2.9	-3.7	0.5	2.8	-11.1
CCOc1cc(N2CCOCC2)c(OCC)cc1NC(=O)COC(=O)c1ccc(Cl)nc1	10.1	-0.6	0.3	1.6	12.1	14.8	9.8	-2.1	-3.4	-0.3
Cc1ccc(-n2nnnc2-c2ccco2)cc1	-1.2	0.1	-4.0	-0.4	-15.1	2.3	3.6	1.5	-9.8	3.2

Molecules shown so far with a COOH group (2):
SMILES	NPR1 activator	proKLK7 act	rCAG RNA binder	GAA850 FXN act	ASAP1 inh	NPR2 activator	ARFGAP1 inh	ADAM10 inh	Tn6 DDE FP	sPLA2-III inh
O=C(O)c1cc(-c2ccc(Cl)c(Cl)c2)n(-c2ccc(F)cc2)n1	2.6	0.5	16.8	-1.7	-22.2	-4.3	2.6	-7.5	0.2	-15.9
O=C(O)c1ccc(/C=C2\SC(=S)N(NC(=O)c3ccccc3[N+](=O)[O-])C2=O)cc1	-5.8	-0.6	4.7	1.8	4.4	-2.9	9.6	-4.9	1.6	11.0

Two entries from above, with values under each structure.
Values run as follows: NPR1 activator | proKLK7 act | rCAG RNA binder | GAA850 FXN act | ASAP1 inh | NPR2 activator | ARFGAP1 inh | ADAM10 inh | Tn6 DDE FP | sPLA2-III inh
- O=C(Nc1ccc2ccccc2c1)c1cccc(F)c1
→ 0.2 | 2.7 | 1.9 | 0.4 | 8.4 | -5.0 | 3.9 | 0.1 | -11.4 | -3.1
- Nc1cc(=O)n(Cc2ccccc2)c(=O)n1Cc1ccccc1
→ 1.4 | -0.4 | 10.8 | -0.2 | -3.0 | 6.5 | -0.9 | -0.1 | 0.5 | 4.3

Following part:
SMILES	NPR1 activator	proKLK7 act	rCAG RNA binder	GAA850 FXN act	ASAP1 inh	NPR2 activator	ARFGAP1 inh	ADAM10 inh	Tn6 DDE FP	sPLA2-III inh
Cc1cccc(C)c1-n1nnnc1C1c2ccccc2C(=O)N1CCOc1ccccc1 (stereo not drawn)	-3.9	0.1	2.0	·	0.2	4.1	-0.6	-12.0	6.4	-10.7
Cc1ccc(NC(=O)C2CC(=O)N(C(C)C)C2)cc1Cl (stereo not drawn)	-0.5	0.5	-4.2	-0.9	2.7	-5.7	3.2	5.6	-6.5	1.1
Cc1noc(C)c1C(=O)Nc1ccc(F)c(F)c1	3.6	-0.4	-0.9	0.5	11.2	5.2	-8.1	11.6	-2.5	3.4
COc1ccc(-c2nc(C#N)c(NCCN(C)C)o2)cc1	-2.2	-12.9	-1.0	0.7	-1.8	-0.1	1.5	-390.6	3.9	-8.4
Cc1[nH]c(=O)[nH]c(=O)c1S(=O)(=O)Nc1ccc(F)c(Cl)c1	3.2	0.2	1.0	0.5	0.4	-3.2	-1.6	-7.9	-2.3	1.9
Cc1ccccc1Nc1nc(N)nc(CSc2nc3ccccc3s2)n1	4.5	0.4	5.0	4.0	12.0	-3.6	-8.7	10.2	-3.6	-9.4
CC1CN(S(=O)(=O)c2ccc(NC(=O)c3ccco3)cc2)CC(C)O1 (stereo not drawn)	-3.6	0.1	-2.9	0.4	7.4	4.8	-1.9	2.8	1.3	8.1
COC(=O)c1cn(NC(=O)c2cc(OC)cc(OC)c2)c(=O)c2ccccc12	0.3	-0.5	8.7	-0.2	8.2	3.3	3.2	5.6	3.2	-4.6
CCCCc1ccc(NC(=O)N[C@H](C(=O)O)C(C)CC)cc1 (stereo partly drawn)	10.3	-0.8	8.9	-0.1	6.2	5.2	-1.7	-3.8	5.5	-2.5
COc1ccc(/C=C2\N=C(C)N(c3ccc(C(=O)O)cc3)C2=O)cc1OC	0.3	0.0	1.1	0.9	-6.6	0.0	1.6	-5.9	2.1	8.0
O=C(CCN1C(=O)/C(=C/C=C/c2ccccc2)SC1=S)Nc1nc2ccccc2s1	-5.2	-0.2	9.5	-1.8	10.2	-5.3	0.1	3.8	1.8	-0.1
O=C1C=C(Nc2ccc(Cl)cc2)C(=O)N1c1ccc(Cl)cc1	2.6	8.6	2.2	0.1	5.3	0.1	-2.2	2.9	-6.3	-2.1
CC(C)c1csc(CN2CCCC(CCC(=O)NCc3ccccc3F)C2)n1 (stereo not drawn)	3.0	-0.7	-10.7	-2.8	-9.1	-6.4	0.3	-4.1	-1.7	-7.2
CCOC(=O)C1=C(COC(=O)c2ccc(Br)o2)NC(=O)NC1C (stereo not drawn)	10.2	0.1	-4.1	0.8	3.9	13.2	1.6	-8.7	-3.9	1.5
O=C(NCC(=O)N(Cc1ccc(F)cc1)C(C(=O)NC1CCCC1)c1ccco1)c1ccco1 (stereo not drawn)	-1.8	0.9	-7.1	1.3	11.9	4.2	8.3	0.4	-2.2	-1.8
CC(C)n1c(SCC(=O)NCc2ccco2)nnc1C1CC1	-0.4	0.1	1.5	-1.4	11.4	2.6	0.4	-8.3	-3.0	-1.0
CCN(CC)C(=O)c1sc(NC(=O)c2ccco2)c(C#N)c1C	-3.0	0.1	9.5	1.4	4.5	0.2	3.2	11.6	1.7	-2.2

Looked up by compound from above, 3 records:
SMILES	NPR1 activator	proKLK7 act	rCAG RNA binder	GAA850 FXN act	ASAP1 inh	NPR2 activator	ARFGAP1 inh	ADAM10 inh	Tn6 DDE FP	sPLA2-III inh
CC(C)n1c(SCC(=O)NCc2ccco2)nnc1C1CC1	-0.4	0.1	1.5	-1.4	11.4	2.6	0.4	-8.3	-3.0	-1.0
CCOC(=O)C1=C(COC(=O)c2ccc(Br)o2)NC(=O)NC1C (stereo not drawn)	10.2	0.1	-4.1	0.8	3.9	13.2	1.6	-8.7	-3.9	1.5
CCCCc1ccc(NC(=O)N[C@H](C(=O)O)C(C)CC)cc1 (stereo partly drawn)	10.3	-0.8	8.9	-0.1	6.2	5.2	-1.7	-3.8	5.5	-2.5

Part of the list above in a different format:
SMILES,NPR1 activator,proKLK7 act,rCAG RNA binder,GAA850 FXN act,ASAP1 inh,NPR2 activator,ARFGAP1 inh,ADAM10 inh,Tn6 DDE FP,sPLA2-III inh
O=C1C=C(Nc2ccc(Cl)cc2)C(=O)N1c1ccc(Cl)cc1,2.6,8.6,2.2,0.1,5.3,0.1,-2.2,2.9,-6.3,-2.1
CC(C)c1csc(CN2CCCC(CCC(=O)NCc3ccccc3F)C2)n1 (stereo not drawn),3.0,-0.7,-10.7,-2.8,-9.1,-6.4,0.3,-4.1,-1.7,-7.2

Compounds as they come. About 4.5% of those tested had a hit in this group.
